Compound activity deposited in PubChem by several laboratories.
PvdQ inh: P. aeruginosa PvdQ acylase inhibition; 340,000 tested, 0.063% active; inhibition, % at 10 µM; purified PvdQ acylase, fluorescence plate reader; in the data active = inhibition above about 30%, passing the limit was not always enough;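 also: 0% = vehicle neutral wells and 100% = reference inhibitor wells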
V-ATPase pH: alters yeast V-ATPase proton transport; S. cerevisiae, pHLuorin cytosolic pH fluorescence; response, % at 10 µM; 350,000 tested, 0.37% active; in the data active = response mostly above about 7.3%, no sharp cut-off; inactive = mostly below about 5.4%; also: actives read high; inactives centre near 0; some compounds called inactive have numbers as strong as hits; reference of the scale not given here
SR-BI HDL uptake: blocks mouse SR-BI lipid uptake from DiI-HDL. Q61009. ldlA[mSR-BI] CHO cells, DiI-HDL uptake fluorescence, 3 h. inhibition, % at 12.5 µM. 320,000 tested, 0.96% active. AID 488896;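 active = mean replicate inhibition of at least 70% and a set share of replicates each scoring 70 or more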;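 also: 0% = median of neutral control wells and 100% = median of positive control wells; values of inactives mirror those of a sister screen read the other way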
NSD2 inh: blocks human histone methyltransferase NSD2 | O96028 | NSD2 peptide methylation, AlphaScreen, 120 min | inhibition, % at 12.5 µM | 310,000 tested, 0.54% active; in the data active = inhibition above about 50%
CDK5 p35 inh: inhibitors of human CDK5/p35 kinase; Recombinant CDK5/p35, ADP-Glo luminescence, 60 min; inhibition, % at 10 µM; 330,000 tested, 0.01% active; AID 488839;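 active = highest replicate inhibition of at least 50% and at least 75% of replicates reaching 50%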;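 also: plate controls were DMSO neutral control for no effect and GW8510 at 10 µM for full effect; many of its hits are not listed in these tables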
Target sequence (Q00535 whole entry, looked up): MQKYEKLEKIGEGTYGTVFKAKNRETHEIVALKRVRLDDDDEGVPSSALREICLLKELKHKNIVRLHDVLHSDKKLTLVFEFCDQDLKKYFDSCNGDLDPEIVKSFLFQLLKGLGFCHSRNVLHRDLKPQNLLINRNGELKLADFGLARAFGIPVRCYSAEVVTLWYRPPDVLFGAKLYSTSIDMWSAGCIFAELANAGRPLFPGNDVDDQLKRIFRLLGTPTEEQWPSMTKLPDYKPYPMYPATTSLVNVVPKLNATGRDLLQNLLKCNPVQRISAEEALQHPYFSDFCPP
Target sequence (Q15078 whole entry, looked up): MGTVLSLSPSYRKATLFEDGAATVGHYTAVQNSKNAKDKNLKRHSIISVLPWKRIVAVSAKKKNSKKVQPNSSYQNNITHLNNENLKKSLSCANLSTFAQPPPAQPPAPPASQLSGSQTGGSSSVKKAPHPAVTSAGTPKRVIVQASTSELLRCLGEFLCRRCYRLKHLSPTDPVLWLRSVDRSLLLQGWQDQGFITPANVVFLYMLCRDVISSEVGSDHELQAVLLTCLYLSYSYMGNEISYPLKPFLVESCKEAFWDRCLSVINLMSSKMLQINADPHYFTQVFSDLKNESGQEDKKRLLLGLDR
MITF act: increases MITF-driven TRPM1 promoter luciferase signal; AID 588334; 300,000 tested, 0.75% active; activation, % at 12.5 µM; SK-MEL-5 TRPM1-promoter luciferase, 24 h; % of positive control, neutral wells = 0;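 active = mean activation of at least 80% with every replicate also reaching 80%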;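 also: 0% = neutral control wells and 100% = parthenolide positive control wells; values of inactives mirror those of a sister screen read the other way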
dFosB act: enhances mouse delta FosB homodimer DNA binding; activation, % at 25 µM; purified delta FosB, TAMRA-CDK5 oligo fluorescence polarization; percent of positive-control signal above neutral wells; 340,000 tested, 0.99% active; P13346; AID 493131;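 active = mean activation above about 17%, with every replicate also reaching it, limit read from the data, passing the limit was not always enough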;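 also: fluorescence polarization rise as delta FosB binds a TAMRA Cdk5 AP-1 oligo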
Wnt act: activators of Wnt/beta-catenin signaling | Wnt/beta-catenin reporter cell assay, activator, plate reader | AID 743398 | activation, % at 9.35 µM | 300,000 tested, 1.2% active; in the data active = activation above about 30%, passing the limit was not always enough;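 also: 0% = neutral control wells and 100% = positive control wells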
HTR5A ag ctr: counter-screen for OPRM1-OPRD1 agonists: human HTR5A agonism; HTR5A agonist assay, luminescence, cell-based; 340,000 tested, 0.61% active; activation, % at 9.3 µM; in the data active = activation mostly above about 9.5%, no sharp cut-off; inactive = mostly below about 7.6%;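 also: 0% = cells with vehicle only and 100% = reference agonist; strong numbers were not always called active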
Target sequence (P47898 whole entry, looked up): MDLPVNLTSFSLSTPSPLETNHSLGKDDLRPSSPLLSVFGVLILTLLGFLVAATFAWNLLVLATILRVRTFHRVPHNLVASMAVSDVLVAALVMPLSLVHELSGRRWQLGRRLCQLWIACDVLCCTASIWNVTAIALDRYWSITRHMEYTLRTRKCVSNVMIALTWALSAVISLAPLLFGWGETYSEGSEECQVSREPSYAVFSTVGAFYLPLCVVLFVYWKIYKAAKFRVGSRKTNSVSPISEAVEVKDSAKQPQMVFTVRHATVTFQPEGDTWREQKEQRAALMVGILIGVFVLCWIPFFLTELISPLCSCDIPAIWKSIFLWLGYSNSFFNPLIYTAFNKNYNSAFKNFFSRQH
HTR5A inv ag: counter-screen for OPRM1-OPRD1 inverse agonists: human HTR5A inverse agonism; inhibition, % at 9.3 µM; AID 504634; HTR5A cell line, luminescence; 340,000 tested, 0.083% active; in the data active = inhibition mostly above about 23%, no sharp cut-off; inactive = mostly below about 18%;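 also: 0% = cells with DMSO and 100% = no-cell wells with DMSO; some compounds called inactive have numbers as strong as hits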
* marks the source's active call; other numbers are inactive results; / = not tested or not shown.

Results follow in this order: PvdQ inh	V-ATPase pH	SR-BI HDL uptake	NSD2 inh	CDK5 p35 inh	MITF act	dFosB act	Wnt act	HTR5A ag ctr	HTR5A inv ag
- CC(C)N1CCC(N2CCN(Cc3cccc4nonc34)CC2CCO)CC1 (centres undefined)
  -12	-1	0	2	1.5	8	8	-1	1	-3
- COC(=O)c1ccc2[nH]cc(CCO)c2c1
  -4	-5	-14	/	0.5	12	3	1	1	-13
- O=C(CSc1ccc2nnc(-c3cccc(F)c3)n2n1)NCc1ccco1
  -8	2	6	3	-1.2	5	4	0	2	8
- C=CCNCCCCOc1c(Cl)cc(C)cc1Br
  -1	0	-8	40	-0.2	/	0	-8	-7	-10
- O=C(N/N=C/c1ccccc1F)c1cc2c(ccc3ccccc32)o1
  -16	-2	36	0	0.4	-2	14	-3	6	-14
- C=CCOc1cccc(/C=N/NC(=O)CN2CCCCC2)c1
  -14	-1	-20	0	0.7	14	-2	-1	2	-6
- Cc1ccc(C(c2nnnn2CC2CCCO2)N2CCN(Cc3ccccc3)CC2)cc1 (centres undefined)
  -9	0	-2	-3	1.3	2	-2	-1	-1	3
- COc1ccc(NC(=O)NC2CC3CCCC(C2)N3Cc2ccccc2)cc1 (centres undefined)
  2	2	-1	4	0.0	11	-6	-1	2	-6
- CC(=O)Nc1ccc(S(=O)(=O)N2CCN=C2SCc2cccc(C)c2)cc1
  -6	-1	-22	0	-0.1	8	-13	-1	4	-8
- CC(NC(=O)NC1CCCCC1)c1ccc2c(c1)OCO2 (centres undefined)
  -3	2	-22	-3	0.3	5	-2	-5	6	-7
- CN(Cc1ccccc1)C(=O)c1cccc(NC(=O)Cc2ccc(NC(=O)C3CCN(C(=O)C4CCCCC4)CC3)cc2)c1
  2	-2	27	/	0.9	0	-8	0	-2	9
- CC(C)(C)n1nnnc1C(c1ccncc1)N1CCN(C2CCCCC2)CC1 (centres undefined)
  -11	-2	/	-3	-1.6	7	-4	-1	0	5
- O=C1c2cccc3c([N+](=O)[O-])c(O)cc(c23)C(=O)N1Nc1ccccc1
  -4	-1	-16	-3	1.0	12	-7	/	-3	9
- O=c1c2[nH]c3ccccc3c2ncn1CCCn1ccnc1
  -9	2	-14	8	-0.4	/	2	/	-2	0
- CC(NC(=O)C1CCC(=O)N1Cc1ccc(F)cc1)c1ccc2c(c1)OCCO2 (centres undefined)
  8	-8	-14	/	1.6	-5	-6	-2	-4	12
- Cc1ccc(S(=O)(=O)c2c(C)c(C)c(C)[nH]c2=O)cc1
  5	-4	-22	-2	-0.4	16	1	0	-1	2
- CC(=O)c1cccc(NC(=O)NC(C)C2CCCO2)c1 (centres undefined)
  -6	0	-9	/	0.7	-2	2	2	0	15
- O=C(N/N=C/CCc1ccccc1)C1CCCCC1
  -9	5	-16	-1	0.2	-3	-5	-2	3	-8
- COc1cc(C(=O)N2CCN(Cc3ccccc3C(F)(F)F)CC2)cc(OC)c1OC
  8	11	7	5	3.3	3	-4	/	2	-17
- COc1ccc(-c2ccc3nnc(SCC(=O)Nc4ccc(NC(C)=O)cc4)n3n2)cc1
  6	-1	-7	0	-2.1	18	10	4	2	-6
- Cc1ccc(S(=O)(=O)NC(CC(C)C)C(=O)N2CC(C)OC(C)C2)cc1 (centres undefined)
  -1	4	-13	-1	0.6	13	-4	0	6	3
- Cc1cccc(NC(=O)c2c(C)nn(-c3ccccc3)c2Cl)c1
  -11	-1	49	-8	-1.3	75	-13	8	-1	2
- Cc1ccc(NC(=O)c2ccc(S(=O)(=O)N3CCCCC3)cc2)cc1
  -11	1	7	0	0.6	-1	-3	/	-1	15
- Cc1cc(F)ccc1S(=O)(=O)N(C(=O)c1ccncc1)c1ccc(OC(=O)c2ccncc2)cc1
  14	5	-25	-1	5.4	-7	-2	-1	/	/
- Cc1cc(NC(=O)COn2nnc3ccc(S(C)(=O)=O)cc32)ccc1Br
  7	0	/	2	-0.7	-1	-15	-3	1	-4
- C[C@H]1CN([C@@H](C)CO)C(=O)Cc2cc(NC(=O)CCC(F)(F)F)ccc2O[C@H]1CN(C)Cc1ccc(-c2ccccc2)cc1
  0	-5	-154	/	-0.6	/	9	-9	2	-7
- COC(=O)c1ccc2ncccc2c1
  -9	1	-11	-5	-0.3	11	-6	3	4	-12
- NS(=O)(=O)c1ccc(CCNC(=O)COC(=O)C2COc3ccccc3O2)cc1 (centres undefined)
  -8	0	-5	1	-0.2	1	2	5	-1	-29
- CCOc1ccc(/C(O)=C2/C(=O)C(=O)N(CC3CCCO3)C2c2ccco2)cc1 (centres undefined)
  -13	1	-3	1	0.4	/	-6	9	-3	1
- CC(=O)Nc1ccc(S(=O)(=O)Nc2ccccc2N2CCOCC2)cc1
  18	2	8	1	-0.7	1	-2	-4	-3	7
- CN(CCCNC(=O)c1cccn2c(=O)c3ccccc3nc12)Cc1ccccc1
  -6	0	-6	-4	-0.6	16	-7	/	2	3
- Cc1ccc(N2CN=c3s/c(=C\c4cccnc4)c(=O)n3C2)cc1
  -9	0	-22	-2	0.8	-11	-5	2	4	-8
- NC(=O)C1CCN(C(=O)c2cccc(S(=O)(=O)N3CCc4ccccc4C3)c2)CC1
  -4	-1	-6	-1	0.7	4	-8	0	1	-2
- Cc1ccc(NC(=O)[C@H](NC(=O)[C@@H]2Cc3ccccc3CN2)c2ccccc2)c(C)c1
  -10	1	-4	4	0.9	-3	-7	1	-2	-7
- COc1ccc(C)cc1NC(=O)C(Sc1nnc(-c2ccncc2)n1-c1ccc(Cl)cc1)c1ccccc1 (centres undefined)
  -14	0	61	-1	1.1	-2	-3	/	-4	5
- COc1cccc(NC(=O)c2ccc(S(=O)(=O)N(C)C)cc2)c1
  -16	1	19	-2	-1.4	-12	-5	/	-5	13
- CCOC(=O)N1CCN(S(=O)(=O)c2ccc(C(=O)N(CCCN(C)C)c3nc4c(F)cc(F)cc4s3)cc2)CC1
  -14	1	-22	-6	0.7	-8	1	-2	7	5
- COc1ccc(Cn2c(-c3ccc(Br)cc3)c[n+]3ccccc23)cc1
  18	-13	-2	1	-0.7	-14	0	58*	0	-1
- CCOC(=O)Cc1csc(NS(=O)(=O)c2ccc(OC)cc2)n1
  -19	0	-10	0	-5.7	3	0	8	-1	4
- O=C(CNC(=O)c1ccccc1)NCC(c1ccco1)N1CCCC1 (centres undefined)
  -5	3	-14	-1	-0.6	/	-11	0	7	3
- Cc1cc(C)c(S(=O)(=O)/N=C2\C=C(Nc3ccc(C(=O)O)cc3)C(=O)c3ccccc32)c(C)c1
  3	0	20	/	4.2	-80	-17	9	1	-2
- O=c1sc2ccccc2n1CCOc1ccccc1
  7	3	-32	-3	0.9	65	-5	15	7	-17
- Cc1nc2c(C)cccc2cc1C(=O)N/N=C/c1ccc(O)cc1
  -7	0	29	-1	1.2	-11	-11	17	-2	3
- O=C(N/N=C/c1cn(-c2ccccc2)nc1-c1cccs1)c1ccccc1F
  -3	-3	26	-4	0.1	43	-11	/	7	8
- O=c1oc2c(CN3CCOCC3)c(O)c(Cl)cc2c2c1CCCC2
  -17	-1	22	5	-0.1	-9	0	/	3	1
- Cc1cccc(C2c3[nH]c4ccccc4c3CCN2C(=O)c2ocnc2C)n1 (centres undefined)
  -18	-1	-2	19	-0.8	-15	-9	0	4	-11
- O=[N+]([O-])c1ccc2nccn2c1
  -7	2	0	5	-2.2	-13	5	/	-2	5
- C=CCn1c(SCc2csc(-c3ccc(Cl)cc3)n2)nnc1-c1ccccc1OC
  -13	-2	-1	-2	1.2	-1	2	1	-2	28
- Cc1cc(C(=O)NNc2ccc(F)cc2F)no1
  8	-1	-16	19	1.1	/	0	1	-2	-16
- Cc1ccc(-c2csc3nc4cc(C(N)=O)ccc4c(=O)n23)cc1
  4	-2	3	/	-0.7	9	4	2	7	-2
- CC1c2cc3c(cc2CCN1CC(=O)Nc1ccc(S(=O)(=O)N2CCCC2)cc1)OCCCO3 (centres undefined)
  1	1	46	-1	-0.5	0	13	-1	3	27
- O=C(O)c1ccc(NC(C(=O)c2ccccc2)c2ccccc2)cc1 (centres undefined)
  13	-1	-23	-1	1.5	20	-4	-1	3	-14
- CC(=O)Nc1ccc(NC(=O)CSc2nc(=O)n3cccc(C)c3n2)cc1
  3	-2	7	-1	0.9	17	8	3	2	-5
- CC(=O)c1ccc(NC(=O)N2C3CCC2CC(O)(c2cccnc2)C3)cc1 (centres undefined)
  -8	-2	-11	-1	-1.0	-10	-1	1	3	-9
- CC(C)CSc1nnc2[nH]c(=O)cc(N)n12
  5	-2	-28	-2	3.4	-6	7	/	-1	5
- Cc1cccc(C(C)C)c1NC(=O)CSc1nncn1C
  -17	1	-14	/	1.3	-9	1	-2	-1	-27
- O=C(CO/N=C/c1ccccc1OC(F)F)NCc1ccco1
  13	-2	-20	8	1.7	0	0	17	2	2
- COc1ccc(C(=O)CCC(C)(C)[N+](=O)[O-])cc1OC
  -15	10	1	/	-0.9	6	11	-1	-2	6
- COC(=O)C[C@H](NC(=O)Cn1cnc(C(=O)Nc2ccc(C)c(C)c2)n1)C(=O)OC
  0	0	-1	/	-0.7	34	6	2	1	-5
- O=C1CC(/C=C/c2ccc([N+](=O)[O-])cc2)=Nc2ccccc2N1
  -17	0	2	1	1.2	1	-6	3	2	-5

Three entries drawn at random from those above, as already listed:
Results follow in this order: PvdQ inh	V-ATPase pH	SR-BI HDL uptake	NSD2 inh	CDK5 p35 inh	MITF act	dFosB act	Wnt act	HTR5A ag ctr	HTR5A inv ag
- C[C@H]1CN([C@@H](C)CO)C(=O)Cc2cc(NC(=O)CCC(F)(F)F)ccc2O[C@H]1CN(C)Cc1ccc(-c2ccccc2)cc1
  0	-5	-154	/	-0.6	/	9	-9	2	-7
- Cc1cccc(NC(=O)c2c(C)nn(-c3ccccc3)c2Cl)c1
  -11	-1	49	-8	-1.3	75	-13	8	-1	2
- NC(=O)C1CCN(C(=O)c2cccc(S(=O)(=O)N3CCc4ccccc4C3)c2)CC1
  -4	-1	-6	-1	0.7	4	-8	0	1	-2

Other records.
Results follow in this order: PvdQ inh	V-ATPase pH	SR-BI HDL uptake	NSD2 inh	CDK5 p35 inh	MITF act	dFosB act	Wnt act	HTR5A ag ctr	HTR5A inv ag
- NC(=S)N/N=C/c1cc([N+](=O)[O-])ccc1Cl
  -5	1	32	0	-0.2	7	-3	-1	2	4
- O=[N+]([O-])c1ccc(OCn2cncn2)cc1
  -13	5	5	/	1.1	16	4	0	-6	-5
- Cc1cc(NS(=O)(=O)c2ccc(NC(=O)Cc3ccc([N+](=O)[O-])cc3)cc2)nc(C)n1
  -16	0	1	2	-0.5	3	3	4	-4	14
- COc1ccc(/C=C2\Sc3ccc(C(=O)NC4CC4)cc3N(C)C2=O)cc1OC
  1	0	76*	2	-0.9	9	-26	-1	-2	6
- CCOC(=O)c1sc(SC)c2c1CCCC2=O
  -5	8	4	/	0.7	-7	-5	-1	-5	-22
- COc1ccc(S(=O)(=O)N(C)C)cc1NC(=O)c1ccc2c(c1)OCCO2
  -8	0	23	-1	0.5	5	-5	-6	-7	-8
- C=CCN(C)NC(=S)Nc1ccccc1
  -8	0	1	0	-0.7	-3	9	/	5	13
- CC(=O)c1ccc(S(=O)(=O)N(CCCO)Cc2cc3cc(C)ccc3[nH]c2=O)cc1
  -7	1	-30	2	-4.4	2	-13	-2	6	0
- CCOc1ccc(S(=O)(=O)N(C)CC(=O)NCc2ccco2)cc1
  -9	-3	-4	-3	1.0	-6	-3	1	1	13
- OC(c1ccccc1)c1cccnc1 (centres undefined)
  0	-2	-12	-3	0.3	-6	5	6	4	23
